Source: PubChem BioAssay
Rac1 GTP hydrolysis – MgcRacGAP GTPase-activating activity inhibitors, confirmation, biochemical, ADP Hunter fluorescence. inhibition, % at 30 µM, or IC50 in µM where a hit was titrated. 340,000 compounds, 0.6% hits. MgcRacGAP-stimulated Rac1 GTP hydrolysis, ADP Hunter fluorescence; higher % means a stronger effect; GST-tagged Rac1 F28L mutant substrate. Rac GTPase-activating protein 1 (Homo sapiens);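 active = first-screen hits whose inhibition reached a set limit at any dose in the follow-up dose series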;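 also: fluorescence reports GDP produced by GAP-driven GTP hydrolysis; strong numbers were not always called active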
Dengue-2 NS5 capping – Dengue-2 NS5 methyltransferase inhibitors, primary screen, biochemical, confirmation dose response (AID 588689). Genome polyprotein (Dengue virus type 2 (strain 16681-PDK53)). inhibition, % at 25 µM; hits with a dose series show IC50 in µM. Dengue-2 NS5 methyltransferase capping enzyme assay, biochemical; higher % means a stronger effect. 340,000 compounds, 0.3% hits; in the data active = a potency from the dose series
LYP inhibition – inhibitors of LYP phosphatase, biochemical, fluorescence intensity, uHTS (AID 1779) | Tyrosine-protein phosphatase non-receptor type 22 (Homo sapiens) | recombinant LYP phosphatase, fluorescence intensity; higher % means a stronger effect | one-dose inhibition, % at 11.5 µM; IC50 in µM for titrated hits | 290,000 compounds, 0.054% hits; in the data active = inhibition above about 50%;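 also: plate controls were vehicle with enzyme for no effect and no enzyme for full effect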
Large T inhibition – SV40 large T antigen inhibitors, biochemical (AID 1903). SV40 large T antigen ATPase/helicase inhibition assay; higher % means a stronger effect. inhibition, % at 20 µM, or IC50 in µM where a hit was titrated. 310,000 compounds, 0.39% hits; in the data active = a potency from the dose series; also: strong numbers were not always called active
ER stress rescue – rescue of cells from ER stress-induced death, primary screen, 384-well, CSM14.1, thapsigargin, ATP luminescence (AID 1222). cellular ATP content (survival), % at 20 µM; hits with a dose series show EC50 in µM. CSM14.1 thapsigargin-induced death rescue, ATP luminescence; higher % means a stronger effect. 190,000 tested, under 10 active;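 active = EC50 below 50 µM in the dose-response confirmation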;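 also: death triggered by thapsigargin at about 15 µM added after 2 h compound pretreatment; cell ATP read after overnight thapsigargin exposure of roughly 18 to 22 hours; normalized against plate controls of thapsigargin alone and 5% DMSO vehicle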
West Nile virus CPE – West Nile virus antiviral activity, cell-based, CPE readout (AID 1621). West Nile virus-infected cells, CPE inhibition; higher % means a stronger effect. CPE inhibition, % at 10 µM; hits with a dose series show IC50 in µM. 290,000 compounds, 0.02% hits; in the data active = a potency from the dose series; also: strong numbers were not always called active
Salmonella PhoP GFP – inhibitors of PhoP regulon expression, primary screen, Salmonella Typhimurium, GFP reporter (AID 1863); inhibition, % at 50 µM, or IC50 in µM where a hit was titrated; 300,000 compounds, 0.16% hits; S. Typhimurium PhoP-regulated promoter GFP reporter, 4 h; higher % means a stronger effect;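 active = inhibition over 29.93%, a cutoff 3 SD above the screen mean, later confirmed by dose response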;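 also: 0% = low Mg2+ inducing control and 100% = high Mg2+ repressing control; strong numbers were not always called active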
RSV CPE inhibition – RSV antiviral activity via CPE protection, HEp-2 cells, primary 10 µM value included (AID 2391) | 310,000 compounds, 0.13% hits | HEp-2 cells, RSV-induced CPE inhibition; higher % means a stronger effect | one-dose CPE inhibition, % at 10 µM; IC50 in µM for titrated hits; in the data active = a potency from the dose series; also: strong numbers were not always called active
GPR35 antagonists – GPR35 antagonists blocking zaprinast-driven arrestin recruitment, primary screen, imaging, U2OS, beta-arrestin-GFP, zaprinast agonist (AID 2058); G-protein coupled receptor 35 (Homo sapiens); U2OS GPR35 beta-arrestin-GFP translocation imaging, zaprinast antagonism; higher % means a stronger effect; inhibition, % at 10 µM, or IC50 in µM where a hit was titrated; 290,000 compounds, 0.052% hits;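 active = inhibition of at least 50% with at least 30 cells and total cytoplasm GFP at most 10,000,000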
Dengue-2 NS5 capping pilot replicate – recorded beside Dengue-2 NS5 capping, whose call it bears; inhibition, %; measured here: pilot screen replicate inhibition
Active calls of the source: *; nt = no result given.

SMILES | Rac1 GTP hydrolysis | Dengue-2 NS5 capping | LYP inhibition | Large T inhibition | ER stress rescue | West Nile virus CPE | Salmonella PhoP GFP | RSV CPE inhibition | GPR35 antagonists | others
CCN(CC(=O)NCc1cccs1)C(=O)c1ccc(-c2cccc(C(F)(F)F)c2)o1 | -4% | -7% | nt | 25% | nt | nt | -3% | 7.5% | nt
CCc1ccc(N(C(=O)c2csnn2)C(C(=O)NCc2ccccc2)c2ccco2)cc1 (centres undefined) | 10% | 1% | 2% | -4% | -0.8% | -1.0% | 10% | 2.7% | -17%
O=C(CSc1n[nH]c(=O)[nH]c1=O)c1cccc([N+](=O)[O-])c1 | -15% | -1% | -5% | 2% | 0.1% | 0.4% | -9% | 1.9% | -12%
COC(=O)C1=C(C(=O)OC)[C@@H]2N(Cc3ccccc3)c3ccccc3[C@@]23C[C@@H](C(=O)OC)N(C(=O)NC2CCCCC2)C3=N1 | 6% | -2% | nt | 7% | nt | 1.0% | 9% | 1.4% | nt
C/C(=N\NC(=O)C1COc2ccccc2O1)c1ccccn1 (centres undefined) | 9% | 7% | -6% | 9% | 0.0% | 1.6% | -11% | 3.2% | -15%
COc1cc(C2=NOC(C(=O)NCc3ccccn3)C2)cc(OC)c1OC (centres undefined) | 4% | -9% | -8% | 6% | 4.0% | -0.3% | 8% | 1.2% | -9%
O=C(NCc1ccco1)C12CN(Cc3ccccc3)CC1C(c1ccc([N+](=O)[O-])cc1)=NO2 (centres undefined) | 9% | -5% | 0% | 17% | 0.6% | 0.5% | 14% | 1.6% | 10%
Cc1c(NC(=O)CSc2nnnn2Cc2ccccc2)c(=O)n(-c2ccccc2)n1C | 4% | -10% | -4% | 9% | -1.1% | 0.3% | 1% | 0.2% | 8%
COc1ccc(/C=N/NC(=O)C(C)n2cnc3ccccc3c2=O)cc1OC (centres undefined) | 8% | -1% | -4% | 1% | -0.4% | -0.1% | 5% | -0.5% | -9%
C/C(Cc1ccccc1)=N\NC(=O)CNC(=O)c1cccc(Cl)c1 | 9% | -8% | -5% | 9% | nt | -0.1% | 26% | nt | -10%
O=C(CN1C(=O)C(c2ccc(F)cc2)=NC12CCCC2)Nc1ccc(F)cc1 | 10% | -2% | -5% | 6% | 0.5% | -2.2% | 0% | 2.0% | 4%
O=c1oc2ccc3ccccc3c2cc1-c1nnc(-c2cccs2)o1 | -2% | 14% | 4% | -5% | -2.3% | 0.1% | -13% | 4.8% | -7%
CC(C)COC(=O)Nc1ccc(C(=O)O)cc1 | 3% | -4% | -9% | 15% | -1.3% | -0.3% | -9% | -1.7% | 2%
O=C(CN1C(=O)C2CC=CCC2C1=O)Nc1nc2ccccc2s1 (centres undefined) | 7% | -13% | -7% | 3% | -1.5% | 0.0% | -12% | 3.2% | 14%
COc1ccc(NCc2cccnc2)cc1 | 53µM* | -5% | -7% | 30% | nt | -0.7% | 8% | -0.3% | -9%
O=C(O)[C@H]1CCCN1C(=O)c1ccccc1N1C(=O)[C@@H]2Cc3c([nH]c4ccccc34)C(c3cccc(Cl)c3)N2C1=O (some centres undefined) | -1% | 4% | -9% | nt | nt | -0.4% | nt | 5.0% | -8%
Cc1cc(C)c(C)c(S(=O)(=O)NCC(=O)Nc2ccc(F)cc2)c1C | 3% | -4% | -5% | -2% | nt | -0.4% | 0% | 1.2% | 0%
COc1cccc(C(=O)NCCN2CCN(c3ccc(Cl)cc3)CC2)c1 | 6% | -2% | nt | 22% | nt | nt | -13% | 0.4% | nt
CC(=O)c1cc(-c2ccccc2)n(CCC(=O)NC2CCCCC2)c1C | 4% | -1% | -3% | 3% | 7.8% | -1.6% | 1% | 3.7% | -6%
Cc1ccc(C)c(S(=O)(=O)N2CCN(C(=O)C3CC3C)CC2)c1 (centres undefined) | 3% | -12% | nt | 0% | nt | nt | -5% | 1.4% | nt
CCCC(c1nnnn1CS(=O)(=O)c1ccc(C)cc1)N1CCN(C2CCCC2)CC1 (centres undefined) | 5% | -1% | -9% | 2% | nt | -0.4% | 1% | -1.1% | 17%
COc1ccc(NC(=O)CSc2nnc(-c3ccccn3)n2N)c(OC)c1 | 5% | 2% | -8% | 4% | -1.1% | -0.7% | -1% | -0.5% | 10%
Cc1ccc(NC(=O)CN2CCc3ccccc3C2)cc1S(=O)(=O)N1CCOCC1 | -2% | -4% | 10% | 2% | 0.0% | 0.4% | 13% | 3.1% | 7%
COCCN(CC(=O)NCc1ccc(OC)cc1)C(=O)CCC(=O)Nc1nccs1 | 10% | -4% | -9% | -5% | 3.5% | -0.2% | -8% | 3.1% | -10%
Cc1nc2sc(C(c3cccs3)N3CC(C)CC(C)C3)c(O)n2n1 (centres undefined) | 7% | 3% | -6% | 2% | nt | -0.4% | -8% | 1.4% | -9%
O=C(N=C1SC2CS(=O)(=O)CC2N1c1ccc(F)c(Cl)c1)C1CC1 (centres undefined) | -25% | 9% | 1% | 8% | nt | -0.1% | -2% | 4.2% | 15%
COc1ccc(/C=C/CN2CCCC(C(=O)c3cc(F)ccc3F)C2)cc1 (centres undefined) | 13% | -8% | -6% | 7% | 0.3% | -1.0% | -14% | 5.5% | 22%
COc1cc(C2N(C)C(=O)c3ccccc3N2C)ccc1O (centres undefined) | 9% | 4% | -20% | 5% | nt | -0.4% | 4% | 2.1% | 8% | Dengue-2 NS5 capping pilot replicate=-4.0
CN1/C(=C\C(=S)NC(=O)c2ccccc2Cl)C(C)(C)c2ccccc21 | 5% | -9% | 2% | -17% | -2.3% | -0.7% | 15% | 3.5% | 10%
O=C(CC1NCCN(Cc2ccccc2)C1=O)Nc1ccccc1 (centres undefined) | nt | nt | -10% | 8% | nt | -0.1% | -3% | nt | 0%
COc1ccc(OC)c(Nc2nc(C3CC3)nc3c2nnn3Cc2ccccc2)c1 | 15% | -8% | 3% | 10% | -0.3% | nt | 11% | 3.9% | -15%
CCCN(CCC)C(=S)NC1CC2C=CC1C2 (centres undefined) | 18% | -2% | -1% | 10% | nt | -0.2% | -1% | 1.1% | 0%
O=C(Cn1c(CN2CCCCC2)nc2ccccc2c1=O)NCc1ccco1 | 9% | 1% | -4% | 0% | -0.9% | -1.2% | 3% | -0.8% | 8%
Cc1cc(NC(=O)CSc2nc3c(c(=O)n2C)SCC3)no1 | 8% | -1% | -3% | 3% | nt | -0.3% | 3% | 0.6% | -2%
COC(=O)/C=C/C(=O)N1CCN(c2cccc(Cl)c2)CC1 | nt | nt | -7% | 11% | -5.7% | 2.1% | -4% | 7.4% | 10%
O=C1N=c2ccc([N+](=O)[O-])cc2=C1c1sc(=O)[nH]c1O | 14% | 3% | -5% | 14% | nt | -0.1% | -2% | 1.0% | -49%
O=C(COc1ccccc1F)NNC(=O)Cc1ccc(S(=O)(=O)N2CCOCC2)s1 | 9% | -8% | nt | 5% | nt | nt | 8% | -0.5% | nt
O=Cc1cccc(Oc2ncccn2)c1 | 5% | -1% | 1% | 11% | nt | 0.7% | -5% | -0.8% | -8%
CCOC(=O)N1CCN(CC(O)COc2cc(C)cc(C)c2)CC1 (centres undefined) | 4% | -11% | -3% | 4% | nt | -0.5% | -5% | 1.1% | 5%
Cc1cc(C)c(NC(=O)C2CC3CCC2C3)c(C)c1 (centres undefined) | 7% | -2% | -6% | 6% | nt | -0.8% | 2% | -1.0% | 20%
CCCCS(=O)c1c(O)c2ccccc2[nH]c1=O (centres undefined) | 4% | 2% | 2% | 14% | -1.3% | 0.4% | -38% | 0.4% | -4%
COc1cc(CN2CCN(CC3CC3)CC2CCO)cc(OC)c1 (centres undefined) | 15% | nt | -13% | -7% | nt | -0.5% | -5% | -0.8% | -8%
Cc1ccccc1-c1cc(C(=O)N2CCCC2)c2ccccc2n1 | 4% | 2% | -11% | 1% | nt | -0.1% | -1% | 2.1% | -6%
COC(C[C@@H](O)C[C@@H](O)[C@@H](C)OCc1ccccc1)OC | 10% | 1% | nt | -3% | nt | 0.3% | nt | -0.5% | nt
CC(C)CC(NS(=O)(=O)c1ccccc1)C(=O)O (centres undefined) | 11% | -5% | -4% | 13% | -0.6% | 0.4% | 1% | -0.4% | 0%

An excerpt from above in order of length of the SMILES, falling:
SMILES | Rac1 GTP hydrolysis | Dengue-2 NS5 capping | LYP inhibition | Large T inhibition | ER stress rescue | West Nile virus CPE | Salmonella PhoP GFP | RSV CPE inhibition | GPR35 antagonists | others
CCN(CC(=O)NCc1cccs1)C(=O)c1ccc(-c2cccc(C(F)(F)F)c2)o1 | -4% | -7% | nt | 25% | nt | nt | -3% | 7.5% | nt
CCCC(c1nnnn1CS(=O)(=O)c1ccc(C)cc1)N1CCN(C2CCCC2)CC1 (centres undefined) | 5% | -1% | -9% | 2% | nt | -0.4% | 1% | -1.1% | 17%
O=C(CSc1n[nH]c(=O)[nH]c1=O)c1cccc([N+](=O)[O-])c1 | -15% | -1% | -5% | 2% | 0.1% | 0.4% | -9% | 1.9% | -12%
O=C1N=c2ccc([N+](=O)[O-])cc2=C1c1sc(=O)[nH]c1O | 14% | 3% | -5% | 14% | nt | -0.1% | -2% | 1.0% | -49%
COc1cccc(C(=O)NCCN2CCN(c3ccc(Cl)cc3)CC2)c1 | 6% | -2% | nt | 22% | nt | nt | -13% | 0.4% | nt
Cc1ccccc1-c1cc(C(=O)N2CCCC2)c2ccccc2n1 | 4% | 2% | -11% | 1% | nt | -0.1% | -1% | 2.1% | -6%
CCCCS(=O)c1c(O)c2ccccc2[nH]c1=O (centres undefined) | 4% | 2% | 2% | 14% | -1.3% | 0.4% | -38% | 0.4% | -4%
COc1ccc(NCc2cccnc2)cc1 | 53µM* | -5% | -7% | 30% | nt | -0.7% | 8% | -0.3% | -9%

Next part.
SMILES | Rac1 GTP hydrolysis | Dengue-2 NS5 capping | LYP inhibition | Large T inhibition | ER stress rescue | West Nile virus CPE | Salmonella PhoP GFP | RSV CPE inhibition | GPR35 antagonists | others
Cc1cccc(N2C(=O)c3ccc(C(=O)Nc4c[nH]c(=O)[nH]c4=O)cc3C2=O)c1 | 2% | -7% | -3% | 15% | nt | 0.1% | -4% | 0.5% | -8%
Cc1ccc(C)c(CN2CCC(CNC(=O)Nc3cccc(Cl)c3C)CC2)c1 | 8% | 2% | -3% | 6% | nt | -1.7% | 1% | -0.1% | -2%
COc1nc(N/N=C/c2cc3c(cc2Br)OCO3)nc(N2CCOCC2)n1 | 0% | -1% | 2% | 18% | -0.7% | 1.7% | -3% | 1.9% | -6%
CCCCOC(=O)CCc1nc2ccccc2[nH]c1=O | 6% | -4% | 6% | 14% | -0.6% | 0.3% | -1% | -0.3% | 1% | Dengue-2 NS5 capping pilot replicate=2.6
CCN(CCCNC(=O)CCn1c(=O)[nH]c2ccccc2c1=O)c1cccc(C)c1 | 9% | -4% | -6% | 30% | 0.2% | -1.4% | -4% | 2.5% | 0%
Cc1cc(C(=O)NCCCN2CCCC2=O)no1 | -3% | 0% | -7% | 3% | 1.0% | -0.2% | -2% | 4.1% | 14%
